K1F lysis inhibition – inhibition of K1F phage lysis, E. coli UTI89, bacterial capsule biogenesis inhibitors, alamar blue (AID 488966); E. coli UTI89 K1F phage lysis, alamar blue, 2 h; higher % means a stronger effect; one-dose inhibition, % at 100 µM; IC50 in µM for titrated hits; 340,000 compounds, 0.02% hits;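 active = phage lysis inhibition, versus mean bacterial control, above a set limit; inconclusive = no clear call, values can overlap the other calls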;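 note: capsule biogenesis inhibitors block K1F phage lysis so surviving cells raise fluorescence; higher fluorescence means more inhibition of phage lysis; actives were called in the ten point dose series up to 300 µM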
HIV peptide binding – inhibitors of HIV fusion peptide binding, primary screen, biochemical, uHTS, fluorescence dequenching (AID 1986). 290,000 compounds, 0.3% hits. inhibition, % at 20 µM, or IC50 in µM where a hit was titrated. cell-free peptide binding, fluorescence dequenching, 30 min; higher % means a stronger effect; in the data active = inhibition mostly above about 52%, no sharp cut-off; inactive = mostly below about 76%; note: some results filed as inactive read as strong as hits
GPR55 beta-arrestin – GPR55 agonists via beta-arrestin recruitment, primary screen, imaging, U2OS cells, beta-arrestin-GFP redistribution (AID 1961) | 290,000 compounds, 0.048% hits | G-protein coupled receptor 55 (Homo sapiens) | one-dose activation, % at 10 µM; EC50 in µM for titrated hits | U2OS GPR55 beta-arrestin-GFP redistribution imaging; higher % means a stronger effect;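 active = activation above 40% with more than 50 cells counted in the well; inconclusive = wells holding fewer than 50 cells, flagged as toxic or sparse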;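 note: U2OS osteosarcoma cells stably expressing GPR55 and beta-arrestin-GFP; plate controls were DMSO negative control for no effect and LPI positive control for full effect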
GPR55 LPI antagonism – GPR55 antagonists blocking LPI-driven arrestin recruitment, primary screen, imaging, U2OS, beta-arrestin-GFP, LPI agonist (AID 2013); G-protein coupled receptor 55 (Homo sapiens); U2OS GPR55 beta-arrestin-GFP translocation imaging, LPI antagonism; higher % means a stronger effect; inhibition, % at 10 µM; hits with a dose series show IC50 in µM; 290,000 compounds, 0.13% hits;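 active = spots per cell inhibited over 60%, with over 100 cells counted and total cytoplasm intensity under 500,000; inconclusive = wells with under 100 cells, flagged as likely toxic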;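 note: U2OS cells stably carrying GPR55 and arrestin-GFP stimulated by 5 µM LPI near EC80; imaged beta-arrestin-GFP aggregate spots per cell after agonist stimulation; plate controls were LPI-stimulated DMSO wells for no effect and DMSO wells without LPI for full effect; some results filed as inactive read as strong as hits; confirmed hits need IC50 under 10 µM and bright autofluorescent wells are also inconclusive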
Siah-1 displacement – Siah-1 peptide-binding antagonists, primary screen, biochemical, fluorescence polarization, rhodamine-plectin, uHTS (AID 1817). 290,000 compounds, 0.02% hits. displacement, % at 20 µM; hits with a dose series show IC50 in µM. Siah-1 / rhodamine-plectin peptide fluorescence polarization; higher % means a stronger effect;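 active = displacement of at least 50% at 20 µM, with a fluorescence ratio check between 0.3 and a set limit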;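 note: plate controls were Siah plus tracer with DMSO for no effect and tracer alone without Siah for full effect; strong numbers were not always called active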
Dengue-2 NS5 capping – Dengue-2 NS5 methyltransferase inhibitors, primary screen, biochemical, confirmation dose response (AID 588689); Dengue-2 NS5 methyltransferase capping enzyme assay, biochemical; higher % means a stronger effect; inhibition, % at 25 µM; hits with a dose series show IC50 in µM; 340,000 compounds, 0.3% hits; in the data active = a potency from the dose series; inconclusive = inhibition above about 29% without an active follow-up result
GPR35 antagonists – GPR35 antagonists blocking zaprinast-driven arrestin recruitment, primary screen, imaging, U2OS, beta-arrestin-GFP, zaprinast agonist (AID 2058) | 290,000 compounds, 0.052% hits | inhibition, % at 10 µM; hits with a dose series show IC50 in µM | U2OS GPR35 beta-arrestin-GFP translocation imaging, zaprinast antagonism; higher % means a stronger effect | G-protein coupled receptor 35 (Homo sapiens);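 active = inhibition of at least 50% with at least 30 cells and total cytoplasm GFP at most 10,000,000; inconclusive = under 30 cells or total GFP of 10,000,000 plus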
AID2073 – inhibitors of Mint1-CaV2.2 protein interaction, biochemical, HTRF (AID 2073); inhibition, % at 20 µM, or IC50 in µM where a hit was titrated; HTRF protein-protein interaction, Mint1-CaV2.2; higher % means a stronger effect; 290,000 compounds, 0.19% hits; Voltage-dependent N-type calcium channel subunit alpha-1B (Homo sapiens); in the data active = inhibition mostly above about 51%, no sharp cut-off; inconclusive = no clear call, values can overlap the other calls; inactive = mostly below about 53%; note: some results filed as inactive read as strong as hits
NTR1 ag – agonists of NTR1, primary screen, imaging, U2OS cells, beta-arrestin-GFP, high content (AID 493036); Neurotensin receptor type 1 (Homo sapiens), P30989; NTR1-U2OS beta-arrestin-GFP spot imaging, agonist mode; activation, % at 20 µM; 330,000 compounds, 0.17% hits;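 active = activation at or above 40% of the spot to cytoplasm intensity ratio, with at least 20 cells analyzed; inconclusive = wells under 20 cells, flagged as cytotoxic or low count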;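 note: 0% = DMSO without peptide and 100% = 100 nM NTR1 peptide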
Target sequence (P30989 whole entry, looked up): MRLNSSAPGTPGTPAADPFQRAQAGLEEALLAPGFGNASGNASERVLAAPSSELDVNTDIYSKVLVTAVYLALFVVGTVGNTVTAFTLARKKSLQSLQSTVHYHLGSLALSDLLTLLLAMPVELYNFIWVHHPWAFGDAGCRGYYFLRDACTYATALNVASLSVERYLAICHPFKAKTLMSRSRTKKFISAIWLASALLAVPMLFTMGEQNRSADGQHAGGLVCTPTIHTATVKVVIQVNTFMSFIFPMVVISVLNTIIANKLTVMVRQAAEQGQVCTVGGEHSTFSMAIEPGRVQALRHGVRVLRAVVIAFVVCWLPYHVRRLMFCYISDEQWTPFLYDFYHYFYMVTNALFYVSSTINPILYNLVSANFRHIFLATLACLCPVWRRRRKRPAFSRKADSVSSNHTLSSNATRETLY
NTR1 ag cell count 20 µM – also measured in NTR1 ag; calls as there; cell count; measured here: cell count, cytotoxicity flag
Dengue-2 NS5 capping pilot replicate – also measured in Dengue-2 NS5 capping; calls as there; inhibition, %; measured here: pilot screen replicate inhibition
Active calls of the source: *; ? = inconclusive; . = no result given; & = joins results of further samples; [ ] = remark or other dose.

SMILES	K1F lysis inhibition	HIV peptide binding	GPR55 beta-arrestin	GPR55 LPI antagonism	Siah-1 displacement	Dengue-2 NS5 capping	GPR35 antagonists	AID2073	NTR1 ag	NTR1 ag cell count 20 µM	others
NC(=O)C(CC(=O)O)NC(=O)[C@@H]1CCCNc2c(I)cc([N+](=O)[O-])cc2C(=O)N[C@@H](CO)C(=O)N[C@@H](Cc2ccc(O)cc2)C(=O)N1 (some centres not stated)	-0.5%	21%	0.6%	3%	-7%	0%	-7%	-11%	-0.5	104
Cc1ccc2nc(SCC(=O)NCc3ccc(S(N)(=O)=O)cc3)[nH]c2c1	-0.2%	-0.2%	0.3%	1%	-2%	-18%	-6%	-5%	-1.4	63
CC(C)CNC(=O)C(=O)NCCCN1CCOCC1	-1.2%	-0.1%	-0.3%	-1%	-1%	1%	-7%	21%	0.8	58
COCCCNc1nc2c(c(=O)[nH]c(=O)n2C)n1CC(O)COc1cccc(C)c1 (configuration not stated)	-0.5%	-1.5%	-0.2%	-1%	0%	-6%	1%	-4%	-0.3	49
CCC1CCCCN1c1nc2c(C=O)c(C)nn2c2ccccc12 (configuration not stated)	1.2%[50 µM]	-1.4%	0.6%	-4%	-2%	1%	-13%	16%	21	68
CNC(=S)N1CCN(C(=O)c2ccco2)CC1	1.4%[50 µM]	-2.8%	-0.2%	-1%	0%	-5%	7%	-8%	3.0	38
O=C(OCc1nc2ccccc2s1)C1CCN(S(=O)(=O)c2cccs2)CC1	-1.7%	2.6%	-0.1%	13%	-1%	-3%	-2%	-2%	4.6	46
Cc1cc(C(=O)OCC(=O)c2c(N)n(C)c(=O)n(C)c2=O)c(C)o1	0.3%	-0.1%	-0.2%	-8%	-1%	-1%	-4%	18%	-0.1	45
Nc1nc2ccc(S(=O)(=O)c3ccc4nc(N)sc4c3)cc2s1	5.3%	-2.8%	0.0%	2%	-4%	-1%	10%	33%	-0.1	44
O=C(O)c1ncc(Cl)c(Cl)c1Cl	-0.2%&0.3%	1.9%&-0.4%	-0.1%&-0.1%	9%&19%	14%&5%	-1%&-9%	-7%&-11%	-9%&4%	-0.9&3.3	56&57
CCN(c1ccccc1)S(=O)(=O)c1ccc(OCC(=O)Nc2cc(C)on2)cc1	-0.1%	-4.0%	0.1%	-1%	4%	5%	0%	2%	1.2	31
Cn1c(N)c(S(=O)(=O)N2CCN(Cc3ccccc3)CC2)c(=O)n(C)c1=O	0.2%	-0.3%	0.0%	-2%	3%	-2%	-4%	5%	-0.5	69
COC(=O)CC1C(=O)NCCN1C(=O)Nc1ccccc1 (configuration not stated)	0.6%	1.7%	-0.2%	1%	-2%	-4%	-2%	-4%	-0.4	94
C=CCN(C(=O)c1cc(C)cc(C)c1)C1(C(=O)Nc2ccccc2)CCN(C(C)C)CC1	-0.4%	3.2%	-0.1%	18%	6%	-5%	-6%	-15%	-0.2	49
O=C1CCC(=O)N1CN(C(=O)c1ccco1)c1ccc(Cl)c(Cl)c1	0.6%	1.0%	0.0%	-25%	-5%	1%	-10%	0%	-1.1	92
Cc1ccc(NC2CCCN(C(=O)CN3C(=O)CSC3=O)C2)cc1C (configuration not stated)	0.8%[50 µM]	1.0%	0.8%	-4%	-7%	-6%	-8%	7%	-0.3	58
Cc1ccc(C)n1-c1ccc(C(=O)N2CCC(C(N)=O)CC2)cc1	-0.3%	2.9%	-0.2%	-5%	-4%	2%	5%	19%	.	.
CCCN1CCN(C(=O)CCCn2c(C)c3cnn(-c4ccccc4)c(=O)c3c2C)CC1	-1.1%	-0.1%	-0.1%	-2%	-1%	-3%	11%	15%	2.6	61
Cc1cccc(Nc2ncnc3c2cnn3Cc2ccccc2)c1	0.4%	-0.5%	-0.1%	1%	0%	0%	8%	2%	1.4	82
COc1ccccc1OCC(O)CN1CCN(C(=O)c2ccccc2)CC1 (configuration not stated)	0.2%	0.8%	0.3%	5%	10%	0%	0%	5%	4.5	68	Dengue-2 NS5 capping pilot replicate=-1.5

The final two records of the section above open the next one.
SMILES	K1F lysis inhibition	HIV peptide binding	GPR55 beta-arrestin	GPR55 LPI antagonism	Siah-1 displacement	Dengue-2 NS5 capping	GPR35 antagonists	AID2073	NTR1 ag	NTR1 ag cell count 20 µM	others
Cc1cccc(Nc2ncnc3c2cnn3Cc2ccccc2)c1	0.4%	-0.5%	-0.1%	1%	0%	0%	8%	2%	1.4	82
COc1ccccc1OCC(O)CN1CCN(C(=O)c2ccccc2)CC1 (configuration not stated)	0.2%	0.8%	0.3%	5%	10%	0%	0%	5%	4.5	68	Dengue-2 NS5 capping pilot replicate=-1.5
O=C(COC(=O)/C=C/c1ccccc1)NCc1ccc(Cl)cc1	2.1%	1.0%	0.1%	7%	-1%	-1%	-7%	-2%	0.8	43
C#CCOCCOCCOCCNc1nc(N2CCN(C(=O)[C@H](C(C)C)n3cc(CCO)nn3)CC2)nc(N2CCN(C(=O)[C@H]([C@@H](C)CC)n3cc(CCCCN)nn3)CC2)n1	-0.8%	1.6%	-0.1%	12%	15%	-2%	-4%	-10%	2.1	96
C/C(CC(=O)Nc1ccc(Cl)c(C(F)(F)F)c1)=N\NC(=O)c1cc2ccccc2cc1O	-0.1%	67%*	-0.3%	2%	1%	-2%	-8%	44%	-1.0	77
CC1=C/C(=N\N=C2\NC(=O)C(CC(=O)Nc3ccccc3F)S2)CC(C)(C)C1 (configuration not stated)	0.2%	1.9%	-0.1%	-15%	10%	-1%	-3%	1%	-1.6	84
O=C(CN1CCCCCC1)N/N=C/c1cccs1	-1.2%	2.9%	-0.1%	-3%	-1%	-8%	-12%	39%	0.9	64
NS(=O)(=O)c1ccc(O)c(N2C(=O)c3cccc4c(C(=O)O)ccc(c34)C2=O)c1	-0.1%	6.8%	0.5%	13%	2%	17%	-20%	25%	0.2	82
COCCC(=O)N1CCC(Oc2ccc(C(=O)N3CCCCCCC3)cc2)CC1	0.3%	3.1%	-0.1%	21%	0%	1%	6%	-1%	3.5	55
Cc1ccc(-c2noc(N=O)c2NO)cc1	.	-2.5%	0.5%	-1%	0%	.	-11%	0%	0.0	35
O=C(Nc1nc(N2C(=O)c3ccccc3C2=O)n(-c2ccccc2)n1)c1ccc(Cl)cc1	-1.7%	-0.6%	-0.4%	4%	-1%	-2%	13%	-1%	-1.0	63
O=C(Cc1ccc([N+](=O)[O-])cc1)Nc1cccnc1	0.1%	-2.8%	0.0%	14%	-7%	-8%	10%	-6%	0.0	65
COc1cccc(/C=N/NC(=O)CSc2ccccc2C)c1OC	5.3%	-2.6%	-0.2%	17%	-1%	-2%	9%	3%	1.5	51
Cc1cc(/C=C(\C#N)C(=O)NCC2CCCO2)c(C)n1-c1ccc(Cl)cc1 (configuration not stated)	1.4%	0.9%	-0.3%	25%	5%	2%	1%	8%	2.8	73
CC1CC(=O)Nc2ccccc2N1S(=O)(=O)c1ccc(C#N)cc1 (configuration not stated)	1.2%	-1.5%	0.4%	7%	-2%	3%	-11%	7%	-0.7	48
O=C(NCCNC(=O)c1ccccc1Br)c1ccccc1Br	0.1%	-0.7%	0.2%	1%	-6%	-11%	-4%	3%	0.2	61	Dengue-2 NS5 capping pilot replicate=-4.3
COc1ccccc1N1C(=O)c2ccccc2NC1C(OC)OC (configuration not stated)	0.2%	0.2%	-0.1%	-9%	4%	-5%	?	21%	0.0	81
CC1CC(C)CN(S(=O)(=O)c2ccc3c(c2)CC(C)N3C(=O)C2CCC2)C1 (configuration not stated)	5.7%	-1.1%	-0.1%	14%	8%	3%	-1%	4%	0.2	50
CCn1ccnc1CN(C)C(=O)C1CCC(=O)N(CCc2cccc(F)c2)C1 (configuration not stated)	0.2%	2.1%	0.4%	6%	1%	3%	4%	-1%	2.5	52
COc1ccc2c(=O)c(-c3nc(C)cs3)coc2c1	0.4%	-0.8%	-0.1%	2%	1%	-1%	-2%	9%	-2.1	63
COc1ccc(OCc2n(CC(=O)OC3CC(C)CCC3C(C)C)c3ccccc3[n+]2C)cc1 (configuration not stated)	-0.1%	-1.0%	26%	-15%	0%	-16%	2%	4%	28	62
CC(=O)c1ccc(NC(=O)Nc2ccc([N+](=O)[O-])cc2C)cc1	7.9%	-2.2%	0.2%	2%	12%	-4%	-20%	-2%	11	44
COc1cccc(/C=N/NC(=O)c2cc(-c3cccn3C)n[nH]2)c1O	-1.1%[50 µM]	12%	-0.3%	9%	3%	-10%	-7%	10%	1.3	51
O=C(NC(=O)c1ccccc1)NC1(C(F)(F)F)OCCO1	.	-1.6%	-0.2%	-22%	2%	.	7%	-6%	3.1	96
CCN(CC)S(=O)(=O)c1cc(C(=O)Nc2ccccn2)ccc1C	-0.5%	-1.5%	-0.1%	4%	2%	2%	11%	-4%	3.3	40
O=C(NCCc1ccc2c(c1)OCO2)C1CCN(S(=O)(=O)c2ccc(Cl)cc2)CC1	6.2%	1.1%	-0.2%	10%	4%	0%	-4%	30%	1.5	61
COc1ccc2c(c1OC)C(C1c3c(cc4c(c3OC)OCO4)CCN1C)OC2=O (configuration not stated)	3.5%	-0.2%	-0.5%	-8%	5%	-2%	-5%	5%	1.1	51
COc1cccc(C(C)NC(=O)C2CCCC2)c1 (configuration not stated)	0.1%	-0.3%	-0.2%	2%	3%	-3%	2%	6%	-0.3	47	Dengue-2 NS5 capping pilot replicate=-0.3
CCCc1nnc(NC(=O)CCC(=O)NCc2ccccc2)s1	0.4%	1.2%	-0.2%	1%	2%	-1%	15%	-4%	0.0	74

Screens (PubChem)
